RGS4 inhibitor = inhibitors of human regulator of G protein signaling 4; P49798; Transcreener GDP fluorescence polarization, RGS4-accelerated GTP hydrolysis; Potency, µM (titrated, usually from 114 µM), without a hit: at the top dose activity change, negative = inhibition, most hits filed as inhibitors; hit rate 0.039% among 390,000; also: potency is read from the fitted curve at half-maximal effect; % is scaled to controls: 0 for no effect and ±100 for the full control effect; nearly all actives have a fitted effect of over 75% in size; some results filed as inactive show a strong effect at the top dose
Target sequence (P49798 whole entry, looked up): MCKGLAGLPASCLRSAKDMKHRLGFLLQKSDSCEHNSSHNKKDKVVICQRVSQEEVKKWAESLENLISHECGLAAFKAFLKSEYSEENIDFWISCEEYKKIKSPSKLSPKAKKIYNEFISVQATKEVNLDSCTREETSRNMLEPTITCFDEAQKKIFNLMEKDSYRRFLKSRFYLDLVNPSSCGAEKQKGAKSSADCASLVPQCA
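MLSMR compounds (23 nl, pin-transferred) preincubated 10 min at room temperature with a 500nM (2x) first reagent, then RGS4 at 900nM (2x) plus Transcreener GDP mix added; fluorescence polarization (620/688 nm) read before and after 90 min at 30 °C.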
ERG-DNA inh = blocks human ERG Ets domain binding to DNA. Potency, µM (top dose mostly 76.9 µM), for inactives: top-dose FP activity, negative = inhibition, hits mostly inhibitors. fluorescence polarization, His-ERG Ets domain / labelled DNA. hit rate 0.028% among 370,000. P11308. AID 624246; active = well fitted inhibition curve with a large enough effect in the polarisation, with a control signal flat; inconclusive = small, poorly fitted or top-dose-only effect, or effect the other way, or a change in a side signal; inactive = no such curve, though single readings can be large or run the other way; the % refers to the polarisation;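 also: polarization taken with two DNA probes labelled with fluorescein and Texas red; potency is read from the fitted curve at half-maximal effect; % of control where 0% means no effect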
Target sequence (P11308 whole entry, looked up, the tested form may be a part): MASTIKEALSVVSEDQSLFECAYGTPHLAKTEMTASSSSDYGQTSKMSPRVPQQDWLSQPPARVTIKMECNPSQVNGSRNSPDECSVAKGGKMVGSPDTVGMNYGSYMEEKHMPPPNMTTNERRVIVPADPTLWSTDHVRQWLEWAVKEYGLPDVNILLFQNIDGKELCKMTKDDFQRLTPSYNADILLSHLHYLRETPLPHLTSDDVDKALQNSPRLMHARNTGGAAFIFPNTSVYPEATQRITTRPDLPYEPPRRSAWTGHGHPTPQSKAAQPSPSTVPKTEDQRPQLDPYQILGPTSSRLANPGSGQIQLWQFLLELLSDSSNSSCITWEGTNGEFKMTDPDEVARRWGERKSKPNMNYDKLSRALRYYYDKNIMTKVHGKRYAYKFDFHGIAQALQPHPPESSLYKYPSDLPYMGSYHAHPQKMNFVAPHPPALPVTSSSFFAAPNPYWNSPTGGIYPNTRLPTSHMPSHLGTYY
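His-tagged ERG Ets domain (1 uM in the protein solution; 300mM KCl, 50mM Tris-HCl, 1mM EDTA, 1mM DTT, pH 7.5) received compound, then a probe mix of 5 nM fluorescein-DNA and 100nM Texas-615-DNA. Fluorescence polarization was read for both dyes.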
D2 antag = antagonists of human D2 dopamine receptor; P14416; HEK293 TREx D2 cells, calcium flux, dopamine EC80; inhibition, % at 10 µM; hit rate 2% among 340,000; AID 485344; in the data active = inhibition above about 30%; also: 0% is about no effect
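HEK293 T-REx D2 cells, tet-induced, calcium dye no-wash. Cpd pintool add, 180 s kinetic, then EC80 DA, 180 s kinetic. Ca flux read.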
12-LOX inh = inhibitors of human 12S-lipoxygenase ALOX12; AID 1671190; P18054; hit rate 1.1% among 580,000; purified 12hLO, xylenol orange hydroperoxide absorbance; Potency, µM (doses to about 108 µM), inactives show at the top dose activity change, negative = inhibition, most hits filed as inhibitors; also: potency is read from the fitted curve at half-maximal effect; % is scaled to controls: 0 for no effect and ±100 for the full control effect
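Hydroperoxide product was detected by ferrous iron/xylenol orange as the 573 to 405 nm absorbance ratio. Arachidonic acid at 40 uM (final) was turned over for 30 min at room temperature by 150 nM human 12hLO, pH 7.0 Hepes buffer, after 15 min compound preincubation.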
LDHA inh = inhibitors of human lactate dehydrogenase A; P00338; purified LDHA, NADH/diaphorase-resazurin fluorescence; stronger effect = lower value; activity change, % (values are at about 110 or 230 µM); hit rate 0.15% among 480,000; AID 1347041; in the data active = activity change below about -30%; inconclusive = mostly about -25% to -30%;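 also: plate controls were DMSO wells for no effect and wells without enzyme for full effect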
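LDH5 2 nM; NADH 0.06 mM, pyruvate 0.2 mM; 200 mM Tris pH 7.4, EDTA, Tween-20; 5 min RT. Detection: diaphorase 0.133 mg/mL + resazurin 37 µM, fluorescence ex540/em590 at 0 and 20 min; normalized to enzyme-free and DMSO wells.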
Vif-A3G inh = blocks the Vif interaction with human APOBEC3G | hit rate 0.076% among 410,000 | HeLa A3G-eYFP + Vif (tagged APOBEC3G with the HIV-1 protein that degrades it), YFP fluorescence, overnight | Potency, µM (top dose mostly 46.1 µM), without a hit: at the top dose activity, negative = active, usual class: inhibitors | AID 602310;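 also: potency is read from the fitted curve at half-maximal effect; % is scaled to controls: 0 for no effect and ±100 for the full control effect; nearly all actives have a fitted effect of over 60% in size; hits raise eYFP signal because A3G escapes Vif-driven loss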
Target sequence (Q9HC16 whole entry, looked up): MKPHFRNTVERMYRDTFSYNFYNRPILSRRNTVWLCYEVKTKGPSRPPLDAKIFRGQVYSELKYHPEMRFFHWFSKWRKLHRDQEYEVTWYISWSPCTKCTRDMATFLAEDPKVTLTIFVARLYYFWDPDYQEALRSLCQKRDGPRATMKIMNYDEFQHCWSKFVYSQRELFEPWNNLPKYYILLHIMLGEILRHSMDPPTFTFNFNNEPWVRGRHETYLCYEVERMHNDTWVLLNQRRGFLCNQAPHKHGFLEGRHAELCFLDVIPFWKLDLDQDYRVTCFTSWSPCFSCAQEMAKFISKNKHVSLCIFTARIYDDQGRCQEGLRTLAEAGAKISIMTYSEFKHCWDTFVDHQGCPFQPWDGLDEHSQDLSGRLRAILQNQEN
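Read-out is eYFP fluorescence (Ex 488/Em 500-530) from Vif-expressing HeLa A3G-eYFP cells; more signal means A3G escaped Vif-mediated degradation. Cells plated overnight, compound pinned in, incubated overnight at 37 deg C.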
D2 agonist = activates the human D2 dopamine receptor; P14416; HEK293 T-REx D2 cells, calcium flux agonist mode; activation, % at 2 µM; hit rate 0.53% among 340,000; AID 485358;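 active = activation over 3 SD above normal in the single-dose calcium agonist read, cut at about 30% in these data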; also: 0% is about no effect
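In this primary screen, compounds producing a positive calcium signal within 180 s of addition to tetracycline-induced, force-coupled HEK293 Trex D2 cells are flagged; cells are dye-loaded with a no-wash calcium kit beforehand.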
Glioma ERSR ind = ER stress response induction in glioma | U87-MG GRP78 promoter luciferase reporter, 16 h | Potency, µM, without a hit: at the highest dose activation, most hits filed as activators | hit rate 0.02% among 420,000 | AID 602332; also: potency is read from the fitted curve at half-maximal effect; series mostly up to about 76 µM; % of control where 0% means no effect; nearly all actives have a fitted effect of over 35% in size
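Stably transfected U87-MG human glioma cells carrying a GRP78-based luminescent sensor were seeded at 1000 cells/well, pin-dosed with compounds and incubated 16 h. Luciferase reagent was then added, and end-point luminescence was read after 10 min at room temperature.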
Vif-A3F inh = inhibitors of Vif-A3F interaction. Potency, µM (doses to about 46.1 µM), inactives show at the top dose activity, negative = active. hit rate 0.2% among 390,000. HeLa A3F-eYFP + Vif (tagged APOBEC3F with the HIV-1 protein that degrades it), YFP fluorescence increase; also: potency is read from the fitted curve at half-maximal effect; % of control where 0% means no effect; nearly all actives have a fitted effect of over 65% in size
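HeLa cells stably expressing Vif plus C-terminally eYFP-tagged A3F were seeded, incubated overnight at 37 deg C, dosed with compound, incubated overnight again at 37 deg C. Yellow fluorescence (Ex 488/Em 500-530) reported blocked Vif-mediated A3F-eYFP degradation.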
* = called active by the depositor; ? = inconclusive; / = no result given; & = joins results of further samples; [ ] = remark or other dose. Unless noted, calls follow the shape of the dose curve; as a rule, active = well fitted curve in the direction sought with a large enough effect; inconclusive = small, poorly fitted or top-dose-only effect, or another doubt; inactive = no such curve, though single readings can be large; an effect the other way counts as inactive or inconclusive. Only part of the results is shown; rates above refer to the full screens.

SMILES	RGS4 inhibitor	ERG-DNA inh	D2 antag	12-LOX inh	LDHA inh	Vif-A3G inh	D2 agonist	Glioma ERSR ind	Vif-A3F inh
COc1ccc(Nc2cc(Cl)nc(N)n2)cc1OC	-2%	-10%	12	?	1	0%	0.6	2%	-3%
COCCNC(=O)C1(C)CCCN(C(=O)c2ccccc2OC)C1 (stereo not given)	/	/	/	1%	-7	2%	/	-1%	/
C[C@]12c3[nH]c4ccc(Cl)cc4c3CCN1C(=O)[C@@H](CC(=O)NCc1ccco1)C[C@@H]2C(=O)N1CCOCC1	-5%	-5%	/	2%	-2	-3%	/	-1%	-2%
O=[N+]([O-])c1ccc(NN=Cc2ccc3c(c2)OCO3)nc1	-11%	2%	/	-18%	-1	0%	/	0%	-29%
COc1ccc(OCCCC(=O)Oc2ccc(OC)cc2)cc1	-14%	-7%	-20	15%	0	0%	0.2	-5%	1%
O=C(NC(Cc1ccccc1)c1ccc2c(c1)OCCCO2)c1ccccc1 (stereo not given)	32%	-1%	-22	24%	-13	0%	0.1	0%	-7%
CCOCCOC(=O)C(C)Oc1ccc(Oc2ncc(Cl)cc2Cl)cc1 (stereo not given)	-20%	-1%	5	-14%	7	-1%	-0.3	-3%	0%
Cc1ccc(CNC(=O)CCS(=O)(=O)Cc2ccc(C)cc2)cc1	-13%[56.9 µM]	-20%	3	3%	-2	3%	-0.6	-3%	0%
O=C(O)CCCn1cc(NC(=O)COc2ccc([N+](=O)[O-])cc2)cn1	2%	1%	-6	6%	1	2%	0.2	-4%	-7%
CC1(c2nnc(Cc3ccccc3)o2)CC(c2ccc(C#N)cc2)=NO1 (stereo not given)	-36%	-10%	/	1%	-7	3%	/	-4%	4%
Cc1ccc(CN(C(=O)COc2ccc([N+](=O)[O-])cc2)c2ccccn2)o1	-13%	-3%	/	-10%	-1	2%	-1.2	0%	1%
Cc1cc(C)cc(NC(=O)C(=O)NCCc2c[nH]c3ccccc23)c1	-13%	23%	-6	5%	2	-12%	-0.2	1%	-6%
O=C(CCn1c(=O)c2sccc2n(CC(=O)Nc2ccccc2)c1=O)NCc1ccccc1Cl	-7%	7%	/	?	-10	/	-0.4	/	/
Nc1nc(SCC(=O)Nc2ccc([N+](=O)[O-])cc2)[nH]c(=O)c1NC(=O)c1ccc(Br)o1	-28%	2%	-1	-7%	-5	0%	0.1	0%	-8%
CC1CC(=O)Nc2ccccc2N1S(=O)(=O)c1cccc(Cl)c1 (stereo not given)	-15%	-4%	-9	5%	-3	-4%	1.1	-5%	0%
CC(C)NC(=O)c1ccc2c3n(nc2c1)-c1ccccc1CO3	5%	0%	-10	4%	-12	4%	0.1	-11%	-9%
COc1ccc(-c2cc3nc(C)c(CCC(=O)N4CCN(c5ccccn5)CC4)c(C)n3n2)c(OC)c1	17%	1%	11	0%	2	0%	-0.4	-6%	-4%
Cc1ccc(Cl)cc1N1CCN(Cc2nc3ccsc3c(=O)[nH]2)CC1	-1%[11.4 µM]	3%	/	?	-6	-6%	/	-8%	3%
CCN1C(=O)[C@@H]2[C@@H](c3ccc(-c4ccc(Cl)c(Cl)c4)c(OC)c3)N3CCCC[C@@]3(C(=O)OC)[C@@H]2C1=O	19%	-11%	-12	-8%	-7	5%	0.3	6%	1%
Cc1ccccc1CNC(=O)Cn1cnc(S(=O)(=O)N2CCCC2)c1	-14%[56.9 µM]	-10%	-15	-12%	0	1%	0.5	-3%	-4%
CN1CCN(S(=O)(=O)c2ccc(SCCOc3ccccc3)nc2)CC1	5%	5%	9	0%	-4	0%	-0.7	-6%	6%
CCc1ccc(NC(=O)CNC(=O)Cn2ccc3ccccc3c2=O)cc1	1%	14%	-5	1%	-8	6%	0.4	-3%	6%
O=C1NC(c2ccccc2)(C(F)(F)F)SC2=NCCCN12 (stereo not given)	-10%	-1%	-4	0%	-8	-5%	0.4	0%	5%
CCn1c(SCC(=O)NC2CCCCC2)nnc1-c1cc2cccc(OC)c2o1	-6%	-3%	-13	0%	-6	0%	-0.2	-3%	-15%
CCN(CC)C(=O)C(=O)c1c(-c2ccccc2)[nH]c2ccccc12	-2%	-17%	8	6%&1%	1&-2	-1%	-0.6	-4%	2%
Cc1cc(C)c(NC(=O)C(C)(C)C)c(Cl)c1	-10%	12%	16	100%[activator]	0	-1%	0.6	-4%	-8%
CN(C)c1ccc(C(=O)C(O)c2ccccc2Cl)cc1 (stereo not given)	16%	-3%	/	2%	1	1%	/	1%	2%
O=C(Nc1nc2ccccc2n1CCN1CCOCC1)c1cn(-c2ccccc2)nc1-c1ccccc1	21%	-9%	-9	493%[activator]	-6	4%	-1.0	-4%	-2%
CCC(=O)Nc1ccc(S(=O)(=O)c2ccc(NC(=O)CC)cc2)cc1	15%	0%	21	11%	-5	2%	-0.3	-5%	-8%
CCOC(=O)c1c(C)oc2nc(C)nc(Nc3ccc(C)c(Cl)c3)c12	-16%	4%	/	-12%	-6	0%	1.7	-1%	-5%
COc1ccc(CN2C(=O)C(CC(=O)NCCCCc3ccccc3)CC(C(=O)N(C)C)=C2C)cc1 (stereo not given)	/	/	/	-1%	-2	-3%	/	3%	-1%
NC(=O)c1c(NC(=O)c2cnccn2)sc2c1CCCC2	?	-26%	5	-6%	1	0%	1.3	2%	-1%
COc1ccc(C=O)cc1Cn1c(=O)n(CCC(=O)NCc2ccco2)c(=O)c2sccc21	4%	-10%	13	-5%	-5	0%	2.2	0%	23%
O=C(Nc1ccc(Br)cn1)C1CCN(S(=O)(=O)c2cccs2)CC1	1%	3%	-9	-11%	-11	7%	0.6	-2%	1%
CC1(C)CCc2cc(-c3ccnc(=S)[nH]3)ccc2O1	-6%	0%	-8	?	-12	1%	-0.3	0%	-17%
COCCN(C(=O)CCC(=O)Nc1ccccn1)C(C(=O)NCCC(C)C)c1ccc(OC)cc1 (stereo not given)	2%	10%	-8	100%[activator]	0	-2%	-0.7	1%	-1%
C/C(=N\NC(=O)c1nnn(-c2nonc2N)c1CN(C)c1ccccc1)c1ccccc1O	2%	-7%	8	-1%	-2	1%	0.5	-4%	0%
O=C(Nc1ccc(-c2nnc(-c3ccccc3)o2)cc1)C1CCCO1 (stereo not given)	-10%	3%	-13	-11%	-5	1%	-0.1	12%	-5%
CCOc1ccc(NC(=O)NCc2c(-n3cccc3)sc3c2CCCC3)cc1	30%	1%	/	-26%	-6	3%	-1.1	-1%	-1%
CCOC(=O)c1c(C(=O)OCC)c(C)n(CCc2ccc(OC)c(OC)c2)c1C	-12%	-13%	33*	-1%	0	0%	-2.5	-2%	-14%
COc1cc(/C=N/OCC(=O)NC2CCCCC2)ccc1OCc1ccccc1	-1%	4%	-20	1%	-8	1%	-0.3	-1%	8%
Nc1ccn(CC(=O)NCCc2ccccn2)c(=O)n1	11%	-5%	-8	18%	-3	1%	-0.2	-3%	5%
CCOC(=O)C1=C(N)Oc2cc(O)ccc2C1c1cccc(Cl)c1 (stereo not given)	1%	-7%	/	?	-7&8	-24%	/	-2%	-1%
COc1ncnc2c1ncn2CCCN(CCCc1ccccc1)CCCn1cnc2c(OC)ncnc21	/	/	/	5%	-7	0%	/	-1%	-4%
NC(=O)c1ccc(N2CCN(S(=O)(=O)c3ccccc3)CC2)c([N+](=O)[O-])c1	8%	-2%	-1	-10%	-5	-3%	0.7	-5%	-18%
COC(=O)CNC(=O)COC(=O)Cc1ccc(Cl)cc1	-1%	6%	6	0%	-1	3%	1.3	0%	-2%
C[C@H]1CN=C(Nc2ccccc2)N1CC1CCCCC1	-2%	-9%	5	-7%	-3	2%	0.9	-3%	2%
CC1CCN(C(=O)C2CCCN(S(=O)(=O)c3ccc4c(c3)CC(C)N4C(=O)C3CC3)C2)CC1 (stereo not given)	-6%	-4%	-12	-1%[57.4 µM]	-3	2%	0.7	-1%	-2%
O=C(OCn1nnc2ccccc2c1=O)C1=COCCO1	-23%	0%	-5	0%	-1	2%	0.0	-5%	-4%
Cc1nn(C(C)C(=O)Nc2ccccc2Cl)c(=O)c2nn(-c3ccccc3)c(C)c12 (stereo not given)	-5%[11.4 µM]	-1%	4	1%	-9	-18%	-0.2	-4%	-7%
Other results.
SMILES	RGS4 inhibitor	ERG-DNA inh	D2 antag	12-LOX inh	LDHA inh	Vif-A3G inh	D2 agonist	Glioma ERSR ind	Vif-A3F inh
O=C(c1ccccc1)N1CCN(c2ncnc3c(-c4ccccc4)nsc23)CC1	-10%	2%	-1	?	-8	2%	1.1	3%	-2%
Cc1ccc(S(=O)(=O)CCC(=O)OCC(=O)NCc2ccc(Cl)cc2)cc1	-10%	-2%	-2	-19%	-2	0%	1.4	-6%	-7%
Cc1cc(C)nc(-n2nc(C)c3c(=O)[nH]c(C(F)(F)F)nc32)n1	-3%	1%	12	-26%	-1	0%	-0.7	1%	0%
Cc1ccc(OCc2nc3c4c(ncn3n2)-c2ccccc2CC42CCCC2)cc1	-13%	/	2	4%	-5	0%	0.2	-6%	-6%

High-throughput results deposited in PubChem BioAssay by National Center for Advancing Translational Sciences (NCATS).
